TPT1 inh = Candida albicans TPT1 enzyme inhibitors, primary screen, biochemical, fluorescence polarization | 0.81% of 300,000 active | tRNA 2'-phosphotransferase TPT1 (Candida albicans SC5314) | recombinant caTPT1, FP RNA substrate dephosphorylation | inhibition, % at 5 µM;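 active means inhibition above the mean of all tested compounds plus 3 SD, set per screening campaign, cut at about 24% in these data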;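 further: plate controls were DMSO alone for no effect and ferristatin control at 100 nM for full effect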
LYPLA2 inh = LYPLA2 inhibitors, primary screen, counter-screen for PME1 inhibitor project, biochemical, fluorescence polarization, FP-Rh probe ABPP; 0.38% of 320,000 active; recombinant LYPLA2; Acyl-protein thioesterase 2 (Homo sapiens), O95372; inhibition, % at 5.9 µM;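 active means inhibition above the screen-wide mean plus 3 SD, limit set per campaign, cut at about 26% in these data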;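 further: 0% = LYPLA2 with DMSO and 100% = wells lacking LYPLA2 enzyme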
Target sequence (O95372 whole entry, looked up): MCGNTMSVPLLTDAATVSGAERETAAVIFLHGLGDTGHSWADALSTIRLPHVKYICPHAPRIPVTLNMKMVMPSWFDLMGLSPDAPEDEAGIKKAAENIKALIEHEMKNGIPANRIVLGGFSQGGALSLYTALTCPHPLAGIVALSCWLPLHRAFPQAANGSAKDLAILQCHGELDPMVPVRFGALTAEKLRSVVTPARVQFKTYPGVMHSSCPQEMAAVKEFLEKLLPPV
PP5 inh = PP5 phosphatase inhibitors, primary screen, biochemical, fluorescence. AID 1987, 2009. 0.18% of 320,000 active. Serine/threonine-protein phosphatase 5 (Homo sapiens), P53041. inhibition, % at 6.7 µM. purified PP5c, OMFP substrate fluorescence;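 active means inhibition above the campaign's mean inhibition across all tested compounds plus 3 SD, cut at about 9.5% in these data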;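 further: 0% = DMSO only and 100% = 100 µM cantharidin control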
Target sequence (P53041 whole entry, looked up): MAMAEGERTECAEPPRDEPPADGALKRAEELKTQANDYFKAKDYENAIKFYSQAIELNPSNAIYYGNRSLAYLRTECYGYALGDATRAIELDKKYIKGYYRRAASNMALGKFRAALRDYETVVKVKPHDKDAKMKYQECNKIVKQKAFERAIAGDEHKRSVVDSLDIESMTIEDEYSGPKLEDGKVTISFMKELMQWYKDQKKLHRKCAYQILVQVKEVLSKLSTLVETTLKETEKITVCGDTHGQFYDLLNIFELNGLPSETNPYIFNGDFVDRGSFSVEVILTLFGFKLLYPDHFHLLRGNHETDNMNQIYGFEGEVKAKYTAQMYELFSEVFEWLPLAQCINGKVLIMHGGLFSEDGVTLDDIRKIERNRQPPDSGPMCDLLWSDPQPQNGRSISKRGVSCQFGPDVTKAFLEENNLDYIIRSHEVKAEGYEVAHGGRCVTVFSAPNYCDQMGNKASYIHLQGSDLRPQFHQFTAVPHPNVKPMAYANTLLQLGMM
PP1 counter = PP1-alpha phosphatase inhibitors, primary screen, counter-screen for PP5 inhibitor project, biochemical, fluorescence, OMFP substrate, single point; Serine/threonine-protein phosphatase PP1-alpha catalytic subunit (Homo sapiens), P62136; inhibition, % at 6.7 µM; 0.9% of 320,000 active; purified PP1alpha;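 active means inhibition above the mean inhibition of all tested compounds plus 3 SD, computed separately for each screening campaign, cut at about 15% in these data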
Target sequence (P62136 whole entry, looked up): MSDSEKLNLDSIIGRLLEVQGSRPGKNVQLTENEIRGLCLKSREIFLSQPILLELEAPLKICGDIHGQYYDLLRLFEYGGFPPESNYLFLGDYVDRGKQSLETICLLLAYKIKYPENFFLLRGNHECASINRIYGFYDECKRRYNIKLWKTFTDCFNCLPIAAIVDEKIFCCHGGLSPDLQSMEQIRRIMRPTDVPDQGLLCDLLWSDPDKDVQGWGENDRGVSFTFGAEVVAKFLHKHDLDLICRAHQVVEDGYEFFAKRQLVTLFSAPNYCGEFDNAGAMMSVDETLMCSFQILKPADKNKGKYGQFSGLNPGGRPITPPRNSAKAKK
Efflux pump inh = inhibitors of Candida efflux pumps in yeast, primary screen, S. cerevisiae, Nile Red, multiplex | S. cerevisiae Candida pump triplex | 0.44% of 330,000 active | inhibition, % at 10 µM;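 active means plate passing quality check with inhibition over a set limit, or well fluorescence over plate mean plus 4 SD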;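 further: Nile Red retained in pooled yeast measured as flow cytometry median fluorescence; 0% = buffer negative control and 100% = Enniatin B positive control; higher means more Nile Red kept so more efflux inhibition; some compounds called inactive have numbers as strong as hits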
Fh CTSL1 inh = Fasciola hepatica cathepsin L1 inhibitors, primary screen, counter-screen for PFM18AAP inhibitor project, biochemical, QFRET, fluorogenic peptide substrate; recombinant F. hepatica cathepsin L1, Z-Leu-Arg-MCA fluorescence; inhibition, % at 5.96 µM; 0.49% of 300,000 active;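 active means inhibition above the mean of all tested compounds plus 3 SD, set per screening campaign, cut at about 17% in these data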;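 further: 0% = plate median of test compound wells and 100% = 1 µM Z-Phe-Ala-diazomethylketone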
HCV core dimer = inhibitors of HCV core protein dimerization, primary screen, biochemical, TR-FRET, high-throughput | inhibition, % at 5 µM | 0.33% of 300,000 active | TR-FRET GST/Flag-core106 dimerization, 1536-well | AID 1899, 2009;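 active means inhibition above the mean of all tested compounds plus 3 SD, set per screening campaign, cut at about 45% in these data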
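Test system: GST/Flag-tagged HCV core106 proteins; Medium: KF-containing HEPES buffer, pH 7.45, DTT, CHAPS, BSA; Times: compound-protein-antibody incubation 4 h at 22.5 °C; Detection: TR-FRET 671 and 617 nm emission; Benchmarks: wells lacking GST-core106 and wells with excess unlabelled core106.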
JMJD2C inh = inhibitors of GASC-1 histone demethylase, primary screen, biochemical, fluorescence, DELFIA europium; Lysine-specific demethylase 4C (Homo sapiens), Q9H3R0; GST-JMJD2C(1-420) H3K9me3 demethylation; inhibition, % at 2.35 µM; 0.069% of 330,000 active; AID 2099, 2009;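 active means more than half of a compound's replicate wells show inhibition beyond 50%, single wells judged on their own value; inconclusive means some, but no more than half, of replicates pass 50% inhibition; inactive means no replicate passes 50% inhibition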;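 further: signal counts dimethyl H3K9 product captured on neutravidin plate; 0% = median of DMSO wells and 100% = 0.3 times that DMSO median; strong numbers were not always called active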
PREPL inh = PREPL enzyme inhibitors, primary screen, biochemical, fluorescence polarization. Prolyl endopeptidase-like (Homo sapiens), Q4J6C6. recombinant PREPL, fluorescence polarization activity-based probe. inhibition, % at 5.96 µM. 0.68% of 320,000 active. AID 2751, 2010; in the data active means inhibition above about 43%;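 further: 0% = enzyme with DMSO and 100% = wells lacking enzyme; many of its hits are not listed in these tables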
Numbers without * were called inactive; i = inactive; u = inconclusive; x = no result given; & = joins results of further samples. A portion of the library; rates above refer to the full screens.

SMILES	TPT1 inh	LYPLA2 inh	PP5 inh	PP1 counter	Efflux pump inh	Fh CTSL1 inh	HCV core dimer	JMJD2C inh	PREPL inh
CN(CC(=O)Nc1ccccc1Cl)C(=O)COC(=O)c1ccc(C(F)(F)F)cc1	x	-2	3.6	1	0.2	x	x	0	1
CCn1ncc(NC(=O)Nc2cccc(C(F)(F)F)c2)c1C(N)=O	1	-1	2.6	-2	0.2	3	-6	5	0
Cc1nnc(SCC(=O)NC(=O)NCCC(C)C)s1	-5	5	1.6	-1	0.2	1	0	7	17
Cc1nc(NC(=O)CSc2nnc(C)n2CC2CCCO2)sc1C (stereo not given)	-4	2	1.6	-1	0.0	-1	-11	-6	12
Cc1cc(C)n2nc(C(=O)N/N=C/c3cccc(Cl)c3)nc2n1	-1	1	0.1	18*	0.2	1	0	-25	12
O=C(COC(=O)c1ccccc1Cc1ccccc1)NC1CCS(=O)(=O)C1 (stereo not given)	-1	-1	0.1	-3	0.2	0	3	4	11
O=C(Nc1ccc(Cl)cc1C(=O)NCCN1CCOCC1)c1ccco1	3	-3	2.1	3	-0.1	-1	-4	12	-13
CC1CCCCN1Cc1nc2c(c(=O)n(C)c(=O)n2C)n1CCCc1ccccc1 (stereo not given)	-6	7	1.1	2	0.2	2	2	-4	16
Cc1cc(C(=O)N2CCC(Cc3ccccc3)CC2)ccc1[N+](=O)[O-]	0	7	0.8	0	-0.1	2	17	5	31
COc1ccc2nc(-c3ccco3)c(-c3ccco3)nc2c1	1	4	1.8	6	-0.1	11	40	u	26
Cc1nc(N2CCCCC2)sc1C(=O)c1ccc(SCCO)c([N+](=O)[O-])c1	1	1	1.8	1	0.1	4	3	-2	18
CC(NC(=O)c1ccc(-c2ccccc2)cc1)C(c1ccccc1)N1CCOCC1 (stereo not given)	x	0	1.9	3	0.1	x	x	9	32
CCN1CCN(S(=O)(=O)c2ccc(C(C)(C)C)cc2)CC1	-2	11	3.8	-1	0.1	1	-9	3	-4
CCOC(=O)c1nnc(-c2ccccc2)nc1Sc1c(Cl)cccc1Cl	2	-6	1.5	0	0.2	-1	-1	-2	-2
O=C(Nc1cccc(Br)c1)c1cc(S(=O)(=O)N2CCOCC2)cs1	-5	-12	6.5	2	0.3	2	-10	6	-1
O=C(Cn1c(=O)oc2cc(S(=O)(=O)N3CCCCC3)ccc21)N1CCc2ccccc2C1	-3	-1	-0.2	-3	-0.1	-3	5	i	-9
Cc1cc(C)c2c(N)c(C(=O)NN3CC(=O)N(c4ccccc4F)CC3=O)sc2n1	0	2	4.1	0	0.8*	3	-1	-6	-10
CCc1cccc(C)c1NC(=O)COn1nnc2ccc(C(F)(F)F)cc21	-1	4	-0.8	5	0.5	2	-4	9	2
O=C(O)COc1ccccc1/C=C1\C(=O)Nc2ccc(Br)cc21	-4	-2	0.9	0	-0.1	3	0	13	8
Cc1ccc(NC2CCCN(C(=O)c3cccc(-c4ncc[nH]4)c3)C2)cc1C (stereo not given)	-1	-2	-0.1	-4	-0.5	1	0	-14	11
CN(Cc1ccccc1)C(=O)CNC(=O)C12CC3CC(CC(C3)C1)C2	x	3	1.9	-2	0.1	x	x	1	5
O=C(Nc1nnc(-c2ccccc2Cl)o1)c1ccc(S(=O)(=O)N2CCCCCC2)cc1	-4	6	2.2	11	-0.1	5	6	0	1
COc1ccc(-c2nc(NC(=O)c3cc(C(C)(C)C)nn3C)sc2C)cc1	0	-12	1.1	0	0.1	7	1	-4	5
CSc1nc2ccc(S(=O)(=O)N3CCOCC3)cc2s1	0	6	0.0	-2	-0.1	1	-2	0	3
CN(C(=O)COc1ccc(C(C)(C)C)cc1)C1CCS(=O)(=O)C1 (stereo not given)	0	6	3.2	0	0.0	-3	-3	0	-1
O=C(NCc1ccccc1)C1=C[C@@H](C2CCCCC2)C[C@@H](OCc2ccc(CO)cc2)O1	2	-22	6.8	8	x	2	-6	16	9
CCCCC(=O)Nc1ccc2c(c1)oc1ccccc12	-3	-1	1.5	-3	-0.1	-2	5	2	3
Cc1nc2ncnn2c(C)c1C/C=C/c1ccccc1	-3	4	1.2	-1	0.1	0	0	7	1
COc1cccc(C2N(c3ccccn3)C(=O)C3CCCN32)c1OC (stereo not given)	-4	4	-0.6	3	0.0	2	1	0	4
Cc1ccc(NC(=O)CCC(=O)N/N=C/c2cc([N+](=O)[O-])ccc2O)cc1	-2	0	-0.8	-3	-0.1	0	-9	5	2
COc1ccc(-c2noc(CNC(=O)Nc3ccc(F)cc3)n2)cc1	-2	5	1.9	3	0.0	0	-7	2	8
CC(C)(C)c1ccc(C(=O)c2c[nH]c(C(=O)NCc3ccco3)c2)cc1	-1	3	4.7	2	-0.1	6	5	11	14
CCN1C(=O)C2(C(C#N)=C(N)Oc3n[nH]c(COC)c32)c2ccccc21 (stereo not given)	-2	-6	-1.7	-1	-0.1	-2	1	2	0
COc1ccc(N2CCN(c3oc(COc4ccccc4Cl)nc3C#N)CC2)cc1	2	-2	1.2	4	0.1	-1	7	4	16
CCOC(=O)C1CCCN(CCC(=O)Nc2ccc(C)c(C)c2)C1 (stereo not given)	4	-9	-0.1	2	-0.1	-2	-2	-7	12
CC(=O)N=c1sccn1CC(=O)c1ccc([N+](=O)[O-])cc1	-2	4	2.3	-3	-0.1	0	-1	50	-24
N#CCCn1cc(C(CC(=O)c2ccccc2)C(=O)O)c2ccccc21 (stereo not given)	0	-2	3.4	1	-0.1	0	1	-9&12	-1
Cc1ccc(C)c(OCCCC(=O)NC2CCCCC2)c1	0	2	0.6	0	0.0	-4	7	0	1
CCC(=O)N1CC2(CC(c3cccc([N+](=O)[O-])c3)=NO2)C[C@H]1C(=O)NCC(N)=O (stereo not given in full)	-1	4	0.4	1	-0.1	-3	-18	-11	7
Cc1ccc(C(=O)Nc2onc(C)c2C#N)cc1	-2	-2	1.6	0	-0.1	0	-3	-17	-5
C=CCNc1nc2c(c(=O)[nH]c(=O)n2C)n1CCCc1ccccc1	0	1	2.8	-2	0.4	3	-7	2	13
CCCOc1ccc(C(=O)NCC(c2cccs2)N(C)C)cc1 (stereo not given)	-2	-6	0.3	-1	-0.1	-1	-4	10	-6
C=CCOc1ccc(/C=C2\SC(=S)N(NS(=O)(=O)c3ccccc3)C2=O)cc1	0	0	2.4	14	-0.2	2	9	-33	1
COc1cc(C(=O)NCC(C)(C)CNC(=O)c2cc(OC)c(OC)c(OC)c2)cc(OC)c1OC	1	2	-0.4	4	0.0	-2	3	4	-8
COC(=O)[C@@H](c1ccccc1)N(C)S(=O)(=O)c1cccc(S(=O)(=O)N(C)[C@@H](C(=O)OC)c2ccccc2)c1	1	3	0.8	7	0.0	4	7	-6	-13
COc1ccc(NC(=O)CSc2nnc(Cn3c(=O)sc4ccccc43)n2C)c(OC)c1	0	2	2.4	-6	0.2	-1	4	-8	1
Cc1ccc2occ(C3N[C@H](C(=O)O)CS3)c(=O)c2c1 (stereo not given in full)	10	6	1.7	3	-0.2	0	39	-2	-6
CN(C)C=Nc1c(Br)cc(Br)c2nonc12	1	-2	0.0	-6	0.0	-1	5	9	-5
CN(CC(=O)Nc1ccc(N2CCOCC2)cc1)C(=O)CSc1ccc(Br)cc1	1	-8	2.5	-1	0.1	1	8	12	17
CCc1c(C(=O)N/N=C/c2ccc(OCc3ccc(F)cc3)c(OC)c2)nnn1-c1nonc1N	1	-7	-1.0	0	-0.1	9	22	9	27
O=C(Nc1cccc([N+](=O)[O-])c1)c1cc2ccccc2cc1O	-2	-12	0.8	23*	0.1	5	-3	0	9
Cc1ccc(NC(=O)COc2coc(CN3CCc4ccccc43)cc2=O)cc1Cl	0	-2	2.5	4	0.0	1	18	-2	0
COc1ccc(OC)c2sc(NC(=O)c3ccc(S(=O)(=O)N4CCOCC4)cc3)nc12	-2	4	2.5	3	0.0	4	-11	-9	11
CCN1CCN(C(=O)/C=C/c2ccc(C)o2)CC1	-1	-2	-0.8	-5	-0.3	-2	-2	-2	7
CCC(CC)C(=O)NCc1ccc(OC)cc1	-1	1	0.6	-7	0.0	2	1	7	6
COCCNc1oc(/C=C/c2ccccc2)nc1C#N	-1	1	0.1	-1	0.1	4	-1	22	10
O=C1NC2(CCCCCC2)C(=O)N1Cc1ccc(Cl)cc1Cl	-3	0	1.4	-3	-0.1	9	-19	-18	9
CCc1nc2ccc(C(=O)N3CCN(c4cccc(OC)c4)CC3)cc2nc1CC	0	6	-1.2	-1	0.1	-2	6	3	3
O=C(Cn1ncc2c(=O)oc3ccccc3c21)NCC1CCCO1 (stereo not given)	2	2	-0.8	-1	0.1	-4	3	6	-11
COc1ccc(C)cc1NC(=O)C1CCN(S(=O)(=O)c2ccccc2)CC1	-2	-2	-3.2	-5	-0.4	4	-27	13	10
Following part:
SMILES	TPT1 inh	LYPLA2 inh	PP5 inh	PP1 counter	Efflux pump inh	Fh CTSL1 inh	HCV core dimer	JMJD2C inh	PREPL inh
CCCn1c(N)c(N(CCOC)C(=O)/C=C/c2cccc(Cl)c2)c(=O)[nH]c1=O	-1	2	-3.1	-3	0.0	-3	-4	-9	5
C=CCc1cccc2cc(C(=O)OCC)c(=O)oc12	-2	3	2.9	-8	0.0	6	-13	-6	-1
N#Cc1ccc(Oc2ccc(-c3cnc4ccccc4n3)cc2)cc1C#N	-1	2	-1.3	-1	0.3	4	-8	-10	13
Cc1nn(C)c(C)c1S(=O)(=O)N(CC(=O)Nc1ccccn1)c1ccc(C(C)C)cc1	-2	-3	3.1	-3	0.0	0	3	2	4
CC1(C)OC(=O)C(=CSc2ccc(C(C)(C)C)cc2)C(=O)O1	1	-3	1.6	2	-0.3	-2	-3	-1	-9
COC(=O)c1ccccc1NC1c2ccccc2C(=O)N1c1cccnc1 (stereo not given)	-1	-3	1.5	-4	0.0	1	18	-16	-43
Cc1ccc(C(=O)CCC(=O)OCC(=O)NNC(=O)c2ccccc2Cl)cc1	x	4	3.2	-1	0.3	x	x	12	6
Cc1ccc(C)n1-c1ccncc1	-4	3	0.7	-3	-0.2	-3	-2	-30	14
O=C(CSc1nnc(-c2c[nH]c3ccccc23)n1CC1CCCO1)Nc1ccc2c(c1)OCCO2 (stereo not given)	-5	2	-0.7	-5	-0.1	-2	3	17	9
CC(=O)NN1C(=O)/C(=C\c2ccc(O)cc2)SC1=S	37*	-32	2.7	-3	0.0	0	-17	0	-25
CC(=O)c1cc(CC=C(C)C)c(O)cc1O	-1	-2	2.7	-10	0.1	0	-4	-5	-1

Bioassay records deposited in PubChem BioAssay by several laboratories.
